GAA glycogen: qHTS Assay for Inhibitors and Activators of Human alpha-Glucosidase Cleavage of Glycogen. recombinant GAA, glycogen substrate, Amplex Red glucose oxidase fluorescence. Potency, µM (series often up to 76.4 µM), for the others: at the top dose activity change, negative = inhibition, hits mostly inhibitors. actives 0.38% (n = 300,000). AID 2100, 2009; active = well fitted inhibition curve with a large enough effect; inconclusive = small, poorly fitted or top-dose-only effect, or another doubt; inactive = no such curve, though single readings can be large or run the other way;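 note: 0% = full enzyme reaction and -100% = no-enzyme basal signal; the screen sought inhibitors and activators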
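Recombinant enzyme (4 nM final) with compounds titrated up to 77 uM and bovine liver glycogen (30 ug) in citrate pH 5.0, 0.01% Tween-20, 37 C 40 min. Released glucose detected by Amplex Red/glucose oxidase (Ex 573/Em 610); AC50 from Hill fits.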
Active calls of the source: *; [ ] = another dose, or the depositor's remark. Potency is the fitted concentration of half-maximal effect. An excerpt; rates above refer to the full screens.

O=C(OCC1OC(n2ncc(=O)[nH]c2=O)C(OC(=O)c2ccccc2)C1OC(=O)c1ccccc1)c1ccccc1 (configuration not stated) was read as GAA glycogen -8.8%[76.3 µM].
OCC1(CCOc2ccccc2)CCN(Cc2ccccc2OC(F)F)CC1 was read as GAA glycogen 3.0%[76.3 µM].
CCc1cc2c(-c3ccccc3)cc(=O)oc2cc1OC(C)C(C)=O (configuration not stated) was read as GAA glycogen -1.5%[76.3 µM].
`O=C(Nc1ccc2c(c1)OCCO2)C1CCCN1C(=O)Nc1ccccc1` (configuration not stated) gave GAA glycogen -6.8%[76.3 µM].
For CC(=O)CCCC(NS(=O)(=O)CCC(Cl)(Cl)Cl)c1ccccc1 (configuration not stated) the results were GAA glycogen 1.3%[76.3 µM].
For COc1nc2ccccc2nc1N1CCN(Cc2ccc3c(c2)OCO3)CC1 the results were GAA glycogen 1.4%.
`Nc1ccc(C(=O)N/N=C/c2c[nH]c3ccccc23)cc1` gave GAA glycogen 6.6%.
For COc1cccc(-c2cc(C(=O)NC3CC3)c3ccccc3n2)c1 the results were GAA glycogen -8.4%[76.3 µM].
`Cc1cc(C)cc(N(CC(=O)NCC2CCCO2)C(=O)CCC(=O)Nc2nccs2)c1` (configuration not stated) gave GAA glycogen 1.0%.
Screening CN(Cc1c(C(=O)N/N=C/c2ccccc2)nnn1-c1nonc1N)C1CCCCC1 returned GAA glycogen inconclusive.
For O=C1c2ccccc2C(=O)N1S(=O)(=O)c1ccccc1 the results were GAA glycogen -5.3%[76.3 µM].
For Cc1ccc(C(=O)NCCCNC(=O)c2ccco2)cn1 the results were GAA glycogen 9.6%.
O=C(O)C1Nc2ccc(Br)cc2C2C=CCC12 (configuration not stated) was read as GAA glycogen -0.9%[76.3 µM].
`Cc1nn(C(=O)c2cc([N+](=O)[O-])ccc2Cl)c(C)c1Br` gave GAA glycogen 4.5%.
For Cc1ccc(NC(=O)CSc2nc3c(c(=O)[nH]2)CN(Cc2ccc4c(c2)OCO4)CC3)cc1C the results were GAA glycogen 9.9%[76.3 µM].
Fc1cccc(CNCc2ccc3c(c2)OCO3)c1 was read as GAA glycogen -6.6%[3.05 µM].
For O=c1c2ccccc2nc(/C=C/c2ccccc2)n1CCCO the results were GAA glycogen 1.8%.
CCc1ccc(-n2c(=S)sc3c(=O)n(-c4ccccc4C)c(SCC(=O)O)nc32)cc1 was read as GAA glycogen -4.1%.
COc1ccc(/C(C)=N/NC(=O)CNC(=O)c2cccnc2)cc1OC was read as GAA glycogen -4.1%.
Cc1cc(NS(=O)(=O)c2ccc(NC(=O)C(C)Oc3ccc(C(C)C)cc3)cc2)no1 (configuration not stated) was read as GAA glycogen 3.1%.
CCC1CCCCN1CCCNC(=O)c1sc2nc(C)cc(C)c2c1-n1cccc1 (configuration not stated) was read as GAA glycogen 15.0%[76.3 µM].
Screening COc1ccc(NC(=O)CC(C)NCCCN2CCCC2=O)cc1 (configuration not stated) returned GAA glycogen 2.1%.
Screening Cc1cccc(CN2C(=O)CSc3ccc(C(=O)NC4CC4)cc32)c1 returned GAA glycogen 3.1%.
`CC1CCc2nc3ccc(S(=O)(=O)N4CCC(C(=O)O)CC4)cc3c(C(=O)O)c2C1` (configuration not stated) gave GAA glycogen -17.2%[76.3 µM].
For Cc1cc(C)c[n+](C(C)C(=O)c2ccc(Cl)cc2)c1 (configuration not stated) the results were GAA glycogen 2.1%[76.3 µM].
O=C(OCN1C(=O)c2ccccc2C1=O)c1cccc(S(=O)(=O)N2CCOCC2)c1 was read as GAA glycogen -1.5%[76.3 µM].
`COc1ccccc1CCCNC(=O)C1CCC(=O)N(Cc2ccccc2F)C1` (configuration not stated) gave GAA glycogen 6.2%[76.3 µM].
`CS(=O)(=O)/C(C#N)=C/c1cccn1S(=O)(=O)c1ccccc1` gave GAA glycogen -6.5%.
O=C(N/C(=C/c1ccc(F)cc1)C(=O)N1CCCC1)c1ccccc1 was read as GAA glycogen -3.8%.
`COc1ccc(C2Nc3ccccc3-n3c(-c4ccccc4)c4c(=O)n(C)c(=O)n(C)c4c32)cc1` (configuration not stated) gave GAA glycogen -20.8%[76.3 µM].
`COCCCNC(=O)c1ccc(OC)c(OC2CCN(C(C)C)CC2)c1` gave GAA glycogen 4.0%[76.3 µM].
`Cc1[nH]c2ccccc2c1/C=C(\C#N)C(=O)NC1CC1` gave GAA glycogen -8.8%[76.3 µM].
COc1ccc(C2SCC(=O)N2c2ccc(F)cc2)cc1 (configuration not stated) was read as GAA glycogen -10.1%.
CCOC(=O)C(Cc1ccccc1)C(=O)NCc1cccnc1 (configuration not stated) was read as GAA glycogen -7.2%[76.3 µM].
CN(C)Cc1c(O)ccc2c(=O)c(-c3ccccc3)c(C(F)(F)F)oc12 was read as GAA glycogen 1.3%[76.3 µM].
For Cc1ccc(CNC(=O)c2nnn(CC(=O)Nc3cc(C)cc(C)c3)c2N)cc1 the results were GAA glycogen -2.0%[76.3 µM].

Structural class, those above containing an aryl methoxy group.
For COc1nc2ccccc2nc1N1CCN(Cc2ccc3c(c2)OCO3)CC1 the results were GAA glycogen 1.4%.
For COc1cccc(-c2cc(C(=O)NC3CC3)c3ccccc3n2)c1 the results were GAA glycogen -8.4%[76.3 µM].
COc1ccc(/C(C)=N/NC(=O)CNC(=O)c2cccnc2)cc1OC was read as GAA glycogen -4.1%.
Screening COc1ccc(NC(=O)CC(C)NCCCN2CCCC2=O)cc1 (configuration not stated) returned GAA glycogen 2.1%.
`COc1ccccc1CCCNC(=O)C1CCC(=O)N(Cc2ccccc2F)C1` (configuration not stated) gave GAA glycogen 6.2%[76.3 µM].
`COc1ccc(C2Nc3ccccc3-n3c(-c4ccccc4)c4c(=O)n(C)c(=O)n(C)c4c32)cc1` (configuration not stated) gave GAA glycogen -20.8%[76.3 µM].
`COCCCNC(=O)c1ccc(OC)c(OC2CCN(C(C)C)CC2)c1` gave GAA glycogen 4.0%[76.3 µM].
COc1ccc(C2SCC(=O)N2c2ccc(F)cc2)cc1 (configuration not stated) was read as GAA glycogen -10.1%.

A section from further up, as a working copy:
COc1ccc(C2SCC(=O)N2c2ccc(F)cc2)cc1 (configuration not stated) was read as GAA glycogen -10.1%.
CCOC(=O)C(Cc1ccccc1)C(=O)NCc1cccnc1 (configuration not stated) was read as GAA glycogen -7.2%[76.3 µM].
CN(C)Cc1c(O)ccc2c(=O)c(-c3ccccc3)c(C(F)(F)F)oc12 was read as GAA glycogen 1.3%[76.3 µM].
For Cc1ccc(CNC(=O)c2nnn(CC(=O)Nc3cc(C)cc(C)c3)c2N)cc1 the results were GAA glycogen -2.0%[76.3 µM].

Further compounds.
`COC(CNC(=O)c1cc(S(=O)(=O)N2CCc3ccccc32)ccc1F)OC` gave GAA glycogen 0.2%.
CC(C)c1ccc(/C=C2\SC(=S)N(CCC(=O)N3CCCCC3CCO)C2=O)cc1 (configuration not stated) was read as GAA glycogen -6.7%[76.3 µM].
For Cn1cnnc1SCC(=O)NC1CCCCCC1 the results were GAA glycogen -4.5%[76.3 µM].
`COc1cccc(OC)c1OCC(O)CN1CCN(c2ccccc2F)CC1` (configuration not stated) gave GAA glycogen 4.0%.
COC(=O)c1cc(NS(=O)(=O)c2ccc3c(c2)c(=O)n(C)c(=O)n3C)cc(C(=O)OC)c1 was read as GAA glycogen -20.6%[76.3 µM].
CSc1ccc(CCNC(=O)CCn2c(=O)c3cccn3c3ccc(F)cc32)cc1 was read as GAA glycogen 13.5%[76.3 µM].
For NC(=O)COC(=O)C1CSC2(c3ccc(F)cc3)CCC(=O)N12 (configuration not stated) the results were GAA glycogen 11.6%.
CCOc1ccc(CNC(=O)C2Cc3cc(S(=O)(=O)N4CCCC4)ccc3N2C(C)=O)cc1 (configuration not stated) was read as GAA glycogen 1.0%[76.3 µM].
For CC(C)(C)c1cc(Cl)ccc1OCCOCCN1CCCC1 the results were GAA glycogen -0.5%[76.3 µM].
`Cc1ccccc1Cn1ccn(-c2ccc(F)c(F)c2)c(=O)c1=O` gave GAA glycogen -3.6%[76.3 µM].
Screening CC1C=CCC2C(=O)N(c3cccc(C(=O)NCCc4ccccc4)c3)C(=O)C12 (configuration not stated) returned GAA glycogen -6.0%.
CCCCn1c(C)cc2c(c1=O)[C@H]1O[C@](CCCC)(Cc3cc(OC)c(OC)cc31)O2 was read as GAA glycogen 17.4%[15.3 µM].
For CCC1(c2ccccc2)NC(=O)N(CC(=O)N(C)Cc2ccccc2)C1=O (configuration not stated) the results were GAA glycogen 4.3%.
`NC(=O)c1ccccc1NC(=O)COc1ccc2c(c1)OCO2` gave GAA glycogen -5.6%.
For O=c1cc(-c2ccccc2)c2cc(Cl)ccc2[nH]1 the results were GAA glycogen -0.9%.
Cc1ccc(CNC(=O)c2ccc(Cn3c(SCc4ccccc4F)nc4cccnc43)cc2)cc1 was read as GAA glycogen -1.5%[76.3 µM].
Screening O=[N+]([O-])c1cccc(-c2ccc(CN3CCN(c4ccccc4)CC3)o2)c1 returned GAA glycogen 7.1%[76.3 µM].
`Cc1ccc2nc(Nc3ccc(Cl)cc3)c3nncn3c2c1` gave GAA glycogen -4.4%.
`Cc1c(C(=O)OCC(=O)N2C(C)CCCC2C)oc2ccccc12` (configuration not stated) gave GAA glycogen 5.3%[76.3 µM].
For CC(=O)c1ccc([N+](=O)[O-])c(CS(=O)(=O)c2ccccc2)c1 the results were GAA glycogen 8.2%.
Screening Cc1cc(N/C=C/C(=O)c2ccccc2)ccc1Br returned GAA glycogen -11.6%[76.3 µM].
For CC1CCN(C(=O)Cn2cc(SCC(=O)NCc3ccc(F)cc3)c3ccccc32)CC1 the results were GAA glycogen 8.3%[76.3 µM].
Screening COc1cc(NC(=O)COc2ccccc2)ccc1NC(=O)c1ccco1 returned GAA glycogen 10.1%[76.3 µM].
N#Cc1ccc(NC(=O)Cn2cnc(S(=O)(=O)N3CCOCC3)c2)cc1 was read as GAA glycogen -6.2%[76.3 µM].
Screening CC(=O)Nc1ccc(S(=O)(=O)N(Cc2ccccc2)c2ccccn2)cc1 returned GAA glycogen -10.6%[0.611 µM].
Screening Cc1cc(C)cc(C(N)=Nc2cccc(C#N)c2)c1 returned GAA glycogen 10.9%.
For CCn1nc(NC(=O)COC)c2cc3cc(C)ccc3nc21 the results were GAA glycogen 1.9%.
O=C(Nc1ccccc1)N(Cc1cccs1)c1ccc(Cl)cc1 was read as GAA glycogen 3.4%[76.3 µM].
Screening Cn1c(=O)c2c(SCC(=O)NC3CCCC3)nc(CC(C)(C)C)nc2n(C)c1=O returned GAA glycogen -2.8%[76.3 µM].
For O=C(Nc1ccc(Br)cn1)c1ccc(Br)s1 the results were GAA glycogen -9.2%.
For Fc1cccc(Cl)c1CSC1=NCCS1 the results were GAA glycogen -6.3%.
Screening CCc1ccc(NS(=O)(=O)c2ccc3c(c2)oc(=O)n3C)cc1 returned GAA glycogen 1.1%.
COc1ccccc1CNc1ccc(-c2nc(C(C)C)no2)cc1[N+](=O)[O-] was read as GAA glycogen -4.0%[76.3 µM].
COCc1ccc(C(=O)NCC2(N3CCCCC3)CCCCC2)cc1 was read as GAA glycogen 2.1%.
Screening Cc1ccc(NC(=O)CN2C(=O)COc3ccc(S(=O)(=O)NC4CCCC4)cc32)cc1N(C)C returned GAA glycogen -2.4%[76.3 µM].
For CC1CN(CC(=O)NC(C)c2ccccc2)CC(C)O1 (configuration not stated) the results were GAA glycogen 2.8%[76.3 µM].
For CCOc1ccc(S(=O)(=O)NCc2cccnc2)cc1NC(=O)c1ccccc1F the results were GAA glycogen -1.1%[76.3 µM].
COC(=O)C(Cc1ccccc1)NC(=O)CCNC(=O)c1ccco1 (configuration not stated) was read as GAA glycogen 1.5%.
Screening COc1cccc(CNC(=O)Cn2c(=O)c3cccn3c3ccc(F)cc32)c1OC returned GAA glycogen -3.3%[76.3 µM].
`COc1ccc([C@@H]2[C@@H]3C(=O)N(C(C)(C)C)C(=O)[C@@H]3[C@]3(CC(C)C)C(=O)N(c4cccc(Br)c4)C(=O)N23)cc1` gave GAA glycogen 8.3%[76.3 µM].
For CC(CCc1ccccc1)NC(=O)c1ccccc1F (configuration not stated) the results were GAA glycogen -4.7%[76.3 µM].
For CN(C)S(=O)(=O)c1ccc(N2CCCC2)c(C(=O)NNC(=O)COc2ccc(Cl)cc2)c1 the results were GAA glycogen -1.2%[76.3 µM].
Screening O=C(NCCc1ccccc1)C(c1ccc(F)cc1)N(C(=O)c1csnn1)C1CC1 (configuration not stated) returned GAA glycogen -4.9%.
For Cn1c(=O)n(C)c2cc(NC(=O)Cc3ccccc3[N+](=O)[O-])ccc21 the results were GAA glycogen 4.5%[76.3 µM].
For CCOc1ccc(CN2CCN(C3CCC3)CC2CCO)cc1 (configuration not stated) the results were GAA glycogen 4.3%[76.3 µM].
Screening O=C(c1cc([N+](=O)[O-])ccc1Cl)N1CCc2ccccc21 returned GAA glycogen 5.4%[76.3 µM].
`Cc1nc(CNS(=O)(=O)c2ccc(Br)cc2)cs1` gave GAA glycogen 3.9%.
Screening CC(=O)c1ccc(NC(=O)c2sc3nc(C)c(C)c(C)c3c2N)cc1 returned GAA glycogen -5.5%[76.3 µM].
For CN(C)c1ccc(/C=N/NC(=O)c2ccc3c(c2)OCCO3)cc1 the results were GAA glycogen -0.4%[76.3 µM].
COc1ccc(CCNC(=O)CCc2ccc(OC)cc2)cc1 was read as GAA glycogen 4.4%[76.3 µM].
Screening CC1CCCCN1CCNC(=O)CCc1nnc2n(Cc3ccccc3)c(=O)c3ccccc3n12 (configuration not stated) returned GAA glycogen 1.0%[76.3 µM].
`CCc1nnc(NC(=O)CSc2nncc(=O)n2N)s1` gave GAA glycogen 0.5%[76.3 µM].
